PfHsp90 yeast 2 – reduces growth (ATP signal) of yeast expressing P. falciparum Hsp90. inhibition, % at 9.4 µM. S. cerevisiae expressing PfHsp90, BacTiter-Glo ATP, 48 h; yeast lacking PDR1 and PDR3 efflux regulators. AID 504621. 310,000 tested, 0.32% active;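 active = every replicate shows inhibition above about 80%, whatever the replicate mean, limit read from the data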;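 also: 0% = DMSO neutral controls and 100% = 20 µM radicicol positive controls; yeast relying on Plasmodium falciparum Hsp90 in place of its own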
SR-BI DiI inh – inhibitors of mouse SR-BI mediated HDL lipid uptake | Q61009 | ldlA[mSR-BI] CHO cells, DiI-HDL uptake fluorescence, 3 h | inhibition, % at 12.5 µM | 320,000 tested, 0.96% active | AID 488896;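 active = mean replicate inhibition of at least 70% and a set share of replicates each scoring 70 or more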;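 also: 0% = median of neutral control wells and 100% = median of positive control wells; values of inactives mirror those of a sister screen read the other way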
Target sequence (Q61009 whole entry, looked up): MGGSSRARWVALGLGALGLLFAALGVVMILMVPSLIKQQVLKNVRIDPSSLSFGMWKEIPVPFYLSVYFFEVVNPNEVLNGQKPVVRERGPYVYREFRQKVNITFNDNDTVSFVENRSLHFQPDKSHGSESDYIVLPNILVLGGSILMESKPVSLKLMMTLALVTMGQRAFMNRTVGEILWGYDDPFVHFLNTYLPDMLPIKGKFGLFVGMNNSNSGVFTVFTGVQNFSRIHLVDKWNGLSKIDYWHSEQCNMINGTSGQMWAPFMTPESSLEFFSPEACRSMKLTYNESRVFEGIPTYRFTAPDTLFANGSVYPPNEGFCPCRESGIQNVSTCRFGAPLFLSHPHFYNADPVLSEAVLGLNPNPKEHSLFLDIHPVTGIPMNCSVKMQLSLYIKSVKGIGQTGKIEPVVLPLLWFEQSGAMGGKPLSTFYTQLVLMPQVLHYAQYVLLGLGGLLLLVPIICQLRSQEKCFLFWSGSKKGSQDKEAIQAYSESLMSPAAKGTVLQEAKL
CAL PDZ FP-1 – inhibitors of human CAL PDZ peptide binding; 330,000 tested, 0.02% active; AID 504414; inhibition, % at 20 µM; Q9HD26; purified CAL PDZ, TMR-peptide fluorescence polarization, 1 h;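 active = highest replicate inhibition of at least 40%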;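 also: plate controls were DMSO neutral control wells for no effect and unlabeled competitor peptide control wells for full effect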
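material = purified tagged CAL PDZ domain construct (CerCALP) | compound dosing = 20 µM, one dose | times = 1 h at RT | measured by = fluorescence polarization from S- and P-plane intensities, G-factor corrected | read-out = inhibition from polarization loss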
SR-BI uptake up – enhances SR-BI lipid uptake from DiI-HDL | CHO ldlA[mSR-BI] cells, DiI-HDL uptake fluorescence, 3 h; 100 = double the neutral-control signal | activation, % at 12.5 µM | 320,000 tested, 0.096% active;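 active = mean replicate activation of at least 60% and every replicate at or above 60%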;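 also: 0% = median plate neutral-control signal and 100% = twice that signal; values of inactives mirror those of a sister screen read the other way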
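Material: SR-BI-overexpressing, LDLR-lacking CHO cells; schedule: compound exposure 3 h, 37 °C; reagent: DiI-labelled HDL at 10 µg/mL final; technique: bottom-read fluorescence, 550/595 nm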
NSD2 HMT inh – blocks human histone methyltransferase NSD2; NSD2 peptide methylation, AlphaScreen, 120 min; inhibition, % at 12.5 µM; 310,000 tested, 0.54% active; AID 743445; in the data active = inhibition above about 50%
CAL PDZ FP-2 – CAL PDZ (human) peptide binding inhibition; purified CAL PDZ, TMR-peptide fluorescence polarization, 1 h; inhibition, % at 24.9 µM; 300,000 tested, 0.92% active; AID 602252;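 active = mean inhibition of at least 30% with at least half of replicates also reaching 30%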;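 also: 0% = DMSO neutral control and 100% = excess unlabeled competitor peptide PRC23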
PvdQ inh – P. aeruginosa PvdQ acylase inhibition; inhibition, % at 10 µM; AID 488965; 340,000 tested, 0.063% active; purified PvdQ acylase, fluorescence plate reader; in the data active = inhibition above about 30%, passing the limit was not always enough;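 also: 0% = vehicle neutral wells and 100% = reference inhibitor wells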
dFosB activator – activators of mouse delta FosB homodimer; P13346; purified delta FosB, TAMRA-CDK5 oligo fluorescence polarization; percent of positive-control signal above neutral wells; activation, % at 25 µM; 340,000 tested, 0.99% active; AID 493131;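 active = mean activation above about 17%, with every replicate also reaching it, limit read from the data, passing the limit was not always enough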;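 also: fluorescence polarization rise as delta FosB binds a TAMRA Cdk5 AP-1 oligo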
Rtt109 HAT inh – blocks Candida albicans Rtt109/Vps75 acetyltransferase activity; Q5AAJ8; 330,000 tested, 0.16% active; purified Rtt109/Vps75, ThioGlo CoA-SH fluorescence, 4 h; inhibition, % at 34.9 µM; AID 540336;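 active = inhibition of at least 50% in every replicate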
Target sequence (Q5AAJ8 whole entry, looked up): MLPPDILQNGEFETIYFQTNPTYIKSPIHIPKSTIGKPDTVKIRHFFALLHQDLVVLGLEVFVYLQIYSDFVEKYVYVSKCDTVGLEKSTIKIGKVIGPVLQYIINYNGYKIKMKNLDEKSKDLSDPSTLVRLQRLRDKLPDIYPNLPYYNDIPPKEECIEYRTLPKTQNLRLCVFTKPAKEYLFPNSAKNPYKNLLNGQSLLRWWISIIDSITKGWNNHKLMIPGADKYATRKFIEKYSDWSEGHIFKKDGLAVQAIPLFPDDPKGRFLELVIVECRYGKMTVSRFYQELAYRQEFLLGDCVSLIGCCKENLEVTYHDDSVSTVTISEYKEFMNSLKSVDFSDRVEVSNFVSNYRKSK
MITF TRPM1 HTS – activators of MITF-driven TRPM1 promoter activity in SK-MEL-5 cells. SK-MEL-5 TRPM1-promoter luciferase, 24 h; % of positive control, neutral wells = 0. activation, % at 12.5 µM. 300,000 tested, 0.75% active. AID 588334;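 active = mean activation of at least 80% with every replicate also reaching 80%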;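 also: 0% = neutral control wells and 100% = parthenolide positive control wells; values of inactives mirror those of a sister screen read the other way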
Numbers without * were called inactive; · = not tested or not shown.

SMILES	PfHsp90 yeast 2	SR-BI DiI inh	CAL PDZ FP-1	SR-BI uptake up	NSD2 HMT inh	CAL PDZ FP-2	PvdQ inh	dFosB activator	Rtt109 HAT inh	MITF TRPM1 HTS
CSc1nnc(CSc2cc(C)nc(N(C)C)n2)o1	30	-11	-2.7	11	1	-1	-14	0	-5	3
COc1ccc(-c2csc(Nc3cc(C)ccn3)n2)cc1C	2	65	·	-65	-3	-2	-7	-10	1	19
CSc1ccccc1C(=O)NC1CCCCC1	-23	0	-1.9	0	1	2	9	-2	0	9
COC(=O)CCCCC1SCC(NC(=O)c2ccccc2)C1OC(C)=O (stereo unspecified)	-2	-6	0.6	6	0	·	2	-3	0	·
COc1cccc(-c2nn3c(-c4cccc(C)c4)nnc3s2)c1	-6	-14	-3.8	14	1	·	4	-60	21	39
C(=N\N1CCOCC1)/c1cn(-c2ccccc2)nc1-c1ccccc1	13	26	-0.1	-26	7	3	9	-3	14	10
CN1C(=O)C(CC(=O)Nc2ccccc2F)N(NC(=O)c2ccc(Br)cc2)C1=S (stereo unspecified)	-40	·	-4.5	·	-2	-6	-10	-8	13	-15
CC1CCC(C(C)C)C(OC(=O)C[n+]2cc(-c3ccc(Cl)cc3)n3c2CCC3)C1 (stereo unspecified)	-19	·	-3.9	·	6	-3	-1	-3	47	-28
Cc1ccc(N2C(=O)N(CC(=O)Nc3cccc([N+](=O)[O-])c3C)C(=O)C2C)cc1 (stereo unspecified)	6	8	-2.6	-8	92*	5	-5	-5	13	8
Cc1ccc2[nH]c3c(NCCCN4CCCC4=O)ncnc3c2c1	4	·	0.6	·	1	-2	1	-7	-5	39
S=c1[nH]nc(-c2ccco2)n1-c1ccc(Cl)cc1	13	-7	-2.2	7	-3	-3	0	1	5	-14
O=C(NCc1ccccc1CN1CCCC1)c1ccc(Cl)c(S(=O)(=O)N2CCCC2)c1	17	-9	0.2	9	5	0	8	-7	-4	8
CCOC(=O)C1CCN(C(=O)c2ccc(NS(=O)(=O)c3ccc4[nH]c(=O)[nH]c4c3)cc2)CC1	2	-20	-2.8	20	-2	·	4	-9	10	-6
CC1=C(C(N)=O)C(c2ccc3c(c2)OCO3)n2nc(-c3cccc(C)c3)nc2N1 (stereo unspecified)	26	-19	-3.0	19	1	-7	-14	-1	-5	14
COCCNc1nc(SCC(=O)N2CCN(c3ccccc3OC)CC2)nc2ccccc12	-10	72*	·	-72	4	-7	-13	-7	5	16
Cc1ccc(C)c(/C(O)=C2\C(=O)C(=O)N(CCCn3ccnc3)C2c2ccncc2)c1 (stereo unspecified)	15	-18	-0.4	18	-18	·	1	-5	3	·
COc1ccccc1C(=O)Nc1ccnn1C1CCN(CC2CC=CCC2)CC1 (stereo unspecified)	11	-18	-2.3	18	-1	-1	-13	2	-12	1
Cc1cccnc1NC(=O)CCNC(=O)c1ccc(Br)cc1	-28	-11	-3.4	11	-1	-5	-1	-1	3	6
Cc1ccc(N(CC(=O)N2CCn3c2nc2ccccc23)S(=O)(=O)c2c(C)n[nH]c2C)cc1	-20	-12	-0.5	12	-1	1	8	-10	-1	-9
CCOC(=O)c1c(C)[nH]c(C)c1S(=O)(=O)N1CCC(c2ccccc2)C1 (stereo unspecified)	-20	1	-2.0	-1	13	-4	-19	-3	7	2
O=C(Nc1ccc2nc3n(c(=O)c2c1)CCCC3)c1cccc([N+](=O)[O-])c1	6	27	0.0	-27	-1	·	-13	-4	-1	13
Cc1nc(-c2ccc(S(=O)(=O)NCc3ccccn3)s2)cs1	3	1	-0.7	-1	1	·	-9	-1	2	4
COc1ccc(-c2nc(CS(=O)(=O)CC(=O)NCc3cccc(Br)c3)c(C)o2)cc1	-3	8	0.2	-8	·	1	-3	1	9	-6
Clc1cccc(Cl)c1CSc1nnc(-c2sccc2-n2cccc2)o1	-4	·	-0.5	·	-1	2	9	6	29	3
COc1cc(S(=O)(=O)N2CCN(C(=O)C3CC3)CC2)ccc1NC(C)=O	·	-61	1.2	61*	0	5	-12	6	0	9
CN(C)S(=O)(=O)c1ccc(NC(=O)c2cc(-c3cccs3)nc3ccccc23)cc1	4	25	-0.7	-25	19	·	1	14	9	2
NC(=O)[C@@H]1CCCN1Cc1nc(-c2ccccc2)no1	·	4	0.3	-4	-2	-1	-12	-9	1	-9
CCOC(=O)CSc1nnc(Cc2ccccc2)n1-c1cccc(Cl)c1	21	-7	-0.2	7	-3	-4	-2	-6	-4	2
CC(C)N(Cc1nccn1C)C(=O)c1cc(COc2ccc3ncccc3c2)on1	-3	·	-0.3	·	·	-3	2	-7	3	-4
COc1cc(C(=O)OCC(=O)Nc2c(F)cccc2F)cc(OC)c1C	-1	-18	-3.4	18	-1	-1	0	9	-5	-11
COc1ccc(CCNC(=O)CC2SC(N)=NC2=O)cc1OC (stereo unspecified)	11	-29	-0.4	29	2	-6	2	0	·	18
NC(=O)C1(C(N)=O)OC1c1ccc(Cl)c(Cl)c1 (stereo unspecified)	-44	·	0.9	·	-8	-6	-11	2	-1	7
CC(NC(=O)C(=O)N1CCCCC1)C(c1cccs1)N1CCN(c2ccccc2)CC1 (stereo unspecified)	-2	-30	-2.6	30	3	-6	-1	-2	0	·
O=C(NC(=S)Nc1ccc(N2CCOCC2)cc1)c1ccccc1	10	6	-1.7	-6	1	0	12	-2	-1	14
Cc1[nH]nc(NNC(=O)c2ccccc2)c1[N+](=O)[O-]	14	9	0.5	-9	-2	·	-13	-4	1	·
COc1ccc(OC)c(NC(=O)CSc2nc3[nH]c(=O)[nH]c(=O)c3s2)c1	11	-17	0.1	17	·	·	4	-1	-1	24

Ordered by heavy-atom count (ascending): 5 of the compounds above
SMILES	PfHsp90 yeast 2	SR-BI DiI inh	CAL PDZ FP-1	SR-BI uptake up	NSD2 HMT inh	CAL PDZ FP-2	PvdQ inh	dFosB activator	Rtt109 HAT inh	MITF TRPM1 HTS
NC(=O)[C@@H]1CCCN1Cc1nc(-c2ccccc2)no1	·	4	0.3	-4	-2	-1	-12	-9	1	-9
COc1ccc(CCNC(=O)CC2SC(N)=NC2=O)cc1OC (stereo unspecified)	11	-29	-0.4	29	2	-6	2	0	·	18
COc1ccc(OC)c(NC(=O)CSc2nc3[nH]c(=O)[nH]c(=O)c3s2)c1	11	-17	0.1	17	·	·	4	-1	-1	24
CC(C)N(Cc1nccn1C)C(=O)c1cc(COc2ccc3ncccc3c2)on1	-3	·	-0.3	·	·	-3	2	-7	3	-4
CC(NC(=O)C(=O)N1CCCCC1)C(c1cccs1)N1CCN(c2ccccc2)CC1 (stereo unspecified)	-2	-30	-2.6	30	3	-6	-1	-2	0	·

Further records.
SMILES	PfHsp90 yeast 2	SR-BI DiI inh	CAL PDZ FP-1	SR-BI uptake up	NSD2 HMT inh	CAL PDZ FP-2	PvdQ inh	dFosB activator	Rtt109 HAT inh	MITF TRPM1 HTS
O=C(CCc1nc2ccccc2s1)OCC(=O)c1ccc[nH]1	-1	-8	-1.6	8	-1	0	-4	-2	5	-1
CCO[C@@H]1OC(C(=O)Nc2ccccc2)=C[C@H](C)[C@H]1CCCO	17	9	0.6	-9	·	-4	-16	-5	-3	11
CCOC(=O)NN=C1CCC(c2ccccc2)CC1 (stereo unspecified)	-29	-26	-2.4	26	-3	-2	-5	-8	-2	11
Cc1ccc(C(=O)CSc2nnc(COc3ccccc3)o2)cc1	-51	-15	-1.4	15	0	-2	-12	-13	-3	-6
C#CC(CC)(CC)NC(=O)c1cc(S(=O)(=O)N2CCCCC2)ccc1N1CCOCC1	-32	-2	1.2	2	0	-4	-11	-5	1	0
Cc1ccc(S(=O)(=O)N2CCN(c3nc(CN4CCCC4)nc4sc(C)c(C)c34)CC2)cc1	-23	-15	-1.7	15	5	-3	-18	10	-2	-21
Cc1cccc(C)c1NC(=O)C1(NC(=O)c2cnccn2)CCCCC1	-6	-6	-0.6	4	·	·	7	1	9	·
N#Cc1c(NC(=O)CSc2n[nH]c(Cc3ccccc3)n2)oc(-c2ccccc2)c1-c1ccccc1	·	15	-1.1	-15	-1	0	-6	4	-3	4
O=C(O)CN1CCN(Cc2ccc(Cl)cc2)C1=O	-18	3	-1.2	-3	-6	1	-3	-4	-1	0
CN(Cc1ccccc1)C(=O)c1cn(C)c2ccc(S(=O)(=O)N3CCCC3)cc2c1=O	10	2	-3.0	-2	-3	1	-10	-17	-5	2
O=C(N=c1ccn(-c2nc3ccccc3nc2NS(=O)(=O)c2ccc(Cl)cc2)cc1)c1cccs1	-19	·	-2.7	·	-4	-4	-12	31*	-8	-4
Cc1ccccc1-c1nc(S(=O)(=O)c2ccc(Br)cc2)c(NCc2cccnc2)o1	-8	15	0.0	-15	4	-1	-13	-5	6	24
COc1ccc(C2=NOC(C(=O)Nc3cc(C)nn3-c3ccccc3)C2)cc1OC (stereo unspecified)	28	-17	-0.8	17	·	1	-8	-1	-5	·
O=C(CNS(=O)(=O)c1ccc([N+](=O)[O-])cc1)N/N=C/c1ccc(O)cc1O	-18	-7	·	7	2	34*	-11	-4	6	-15
CN(CCOc1ccc(Cl)cc1)c1ccc(S(=O)(=O)N2CCCCC2)cn1	18	-2	-0.6	2	-1	3	-16	-3	-6	-2
COc1ccc(CC(=O)OCC(=O)NC2CCCC(C)C2C)cc1 (stereo unspecified)	17	-6	-0.2	6	-1	-1	-7	-10	-11	-2
Cc1ccc(N(C(C)C(=O)N2CCN(Cc3ccccc3)CC2)S(C)(=O)=O)cc1 (stereo unspecified)	-7	16	-0.4	-16	-1	-1	-17	-5	-7	·
Cc1cc(C)cc(NC(=O)CSc2nc3nc(C)cc(C)n3n2)c1	-5	10	-0.9	-10	3	·	4	1	4	9
Cc1cccc(OCCn2cnc(Cl)c2Cl)c1	7	-8	0.3	8	-1	-3	5	-6	6	11
COc1cccc(C2(c3cccc(OC)c3)CC2C(=O)Nc2ccccc2Cl)c1 (stereo unspecified)	-15	-10	-2.2	10	-1	0	-7	3	-4	-2
COCCNC(=O)[C@@H]1CSC2c3ccc(OC)c(OC)c3C(=O)N21 (stereo partly specified)	0	-4	-0.4	4	-3	5	5	6	12	-1
N#Cc1ccc2ccn(CC(=O)NCc3ccco3)c2c1	-1	2	·	-2	3	-2	-19	2	1	10
COCCCN1CC(=O)N2C(c3cccc(C)c3)c3[nH]c4ccccc4c3C[C@H]2C1=O (stereo partly specified)	43	76*	-1.8	-76	0	-5	-12	-12	3	-3
CCOC(=O)/C(C#N)=C/c1c(N2CCN(CC)CC2)nc2c(C)cccn2c1=O	-7	-7	-2.0	7	25	-3	-11	-19	1	3
Cc1ccc(NC(=O)c2ccccc2-c2ccccc2C(=O)O)cc1C	5	-14	-1.1	14	·	-9	-13	2	-3	17
Cc1cc(Cl)c(OCCCN2CCCCC2)c(Br)c1	-7	-3	-0.7	3	3	-2	-11	0	-2	-2
O=C1Nc2ccc(S(=O)(=O)NCc3ccco3)c3cccc1c23	1	6	-1.7	-6	135*	0	-4	-3	-96	3
CC[C@]1(C(=O)OC)[C@H]2C(=O)N(Cc3ccccc3)C(=O)[C@H]2[C@H]2CN(C)C(=NC)N21	3	-19	-0.4	19	·	-1	-5	3	-10	4

Compound activity from PubChem.
